ALOX12 inh – Primary qHTS assay for inhibitors of human arachidonate 12S-lipoxygenase (ALOX12): Round 2. 580,000 tested, 1.1% active. Polyunsaturated fatty acid lipoxygenase ALOX12 (Homo sapiens), P18054. Potency, µM (highest dose often 108 µM), inactives show top-dose activity change, negative = inhibition, hits mostly inhibitors. purified 12hLO, xylenol orange hydroperoxide absorbance; active = well fitted inhibition curve with a large enough effect; inconclusive = small, poorly fitted or top-dose-only effect, or another doubt; inactive = no such curve, though single readings can be large or run the other way; also: potency is read from the fitted curve at half-maximal effect
Target sequence (P18054 whole entry, looked up): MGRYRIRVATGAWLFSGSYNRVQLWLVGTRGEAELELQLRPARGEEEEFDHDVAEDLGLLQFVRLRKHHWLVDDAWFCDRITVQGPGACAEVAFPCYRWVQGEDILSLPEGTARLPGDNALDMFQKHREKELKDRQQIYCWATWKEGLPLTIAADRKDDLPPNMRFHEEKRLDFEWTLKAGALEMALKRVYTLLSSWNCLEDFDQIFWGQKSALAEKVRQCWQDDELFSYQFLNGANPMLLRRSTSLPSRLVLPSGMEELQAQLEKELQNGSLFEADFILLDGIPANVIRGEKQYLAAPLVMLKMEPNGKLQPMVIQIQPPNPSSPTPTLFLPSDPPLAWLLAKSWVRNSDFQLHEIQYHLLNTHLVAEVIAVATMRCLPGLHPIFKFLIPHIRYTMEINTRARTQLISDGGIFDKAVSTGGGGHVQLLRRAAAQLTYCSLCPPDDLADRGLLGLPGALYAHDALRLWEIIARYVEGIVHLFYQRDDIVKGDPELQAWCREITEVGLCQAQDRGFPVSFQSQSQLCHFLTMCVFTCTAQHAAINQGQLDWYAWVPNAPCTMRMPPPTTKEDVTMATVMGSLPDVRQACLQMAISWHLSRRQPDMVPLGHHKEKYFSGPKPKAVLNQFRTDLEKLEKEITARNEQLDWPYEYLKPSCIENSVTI
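Purified human 12hLO (150 nM final) in 25 mM Hepes, 0.01% Triton X-100, pH 7.0 was preincubated 15 min at room temperature with compound. Then 40 uM arachidonic acid was added, 30 min. Hydroperoxide was read by Fe-XO absorbance ratio 573/405 nm.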
LDHA inh – qHTS assay for inhibitors of human lactate dehydrogenase. purified LDHA, NADH/diaphorase-resazurin fluorescence; hits give low values. activity change, % (values are at about 110 or 230 µM). 480,000 tested, 0.15% active. AID 1347041, 2019; in the data active = activity change below about -30%; inconclusive = mostly about -25% to -30%;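 also: plate controls were DMSO wells for no effect and wells without enzyme for full effect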
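Human LDH5 (2 nM) was incubated with 0.06 mM NADH and 0.2 mM pyruvate for 5 min at room temperature in Tris pH 7.4. Remaining NADH was coupled through diaphorase/resazurin, and resorufin fluorescence was read at 0 and 20 min.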
* marks the source's active call; other numbers are inactive results; ? = inconclusive; [ ] = another dose, or the depositor's remark. Unless noted, % is scaled to controls: 0 for no effect and ±100 for the full control effect.

Results follow in this order: LDHA inh | ALOX12 inh
- CCOc1ccc2c(=O)c(Oc3cccc(OC)c3)c(C)oc2c1
 : -14.4 | ?
- Cc1cc2cc(NC(=O)c3cccc(C(N)=O)c3)ccc2[nH]1
 : -2.5 | -10.5%
- NC(=O)C1CCN(C(=O)Cc2c[nH]c3ccccc23)CC1
 : -5.7 | 44.4%[activator]
- Brc1ccc(-c2noc(Cc3ccccc3)n2)o1
 : 6.0 | 17.7%
- COc1cccc(CNC(=O)c2cccc3ccccc23)c1
 : 10.4 | 8.9%
- Cc1cc(NC(=O)COC(=O)C2(c3ccccc3)CCCC2)no1
 : -8.4 | 0.5%
- CCC(=O)Nc1ccc(S(=O)(=O)NCCn2nc(-c3ccc(F)cc3)ccc2=O)cc1
 : 13.2 | -15.7%
- CCOc1ccc(S(=O)(=O)Nc2ccc(-c3cn4ccc(C)nc4n3)cc2)cc1
 : -1.9 | -2.2%
- COc1ccc(-c2nc(CSc3nc4c(=O)[nH]cnc4n3C)c(C)o2)cc1OC
 : 1.9 | 8.2%
- Cc1ncncc1C(=O)O
 : 2.9 | ?
- COCCNC(=O)C(=O)N1CCN(c2nc(CC(C)C)c3c(c2C#N)CCCC3)CC1
 : 1.1 | -5.6%
- CC(=O)c1ccc(OCC(=O)NC2CCc3ccccc32)cc1 (stereo unspecified)
 : -2.7 | 16.6%
- CCCc1cc(C(=O)OC)c(NC(=O)CC2Sc3ccc(C(F)(F)F)cc3NC2=O)s1 (stereo unspecified)
 : -4.3 | -17.6%
- C/C=C/C=C/C(=O)Nc1ccc(NC(C)=O)c(Cl)c1
 : -4.9 | -66.6%
- Cn1cc(CSc2nnc(COc3ccccc3Cl)n2C)cn1
 : 6.4 | -3.9%
- O=C1C(=Cc2ccc(F)cc2)CCc2ccccc21
 : 2.6 | -2.3%
- COc1ccc(OC)c(NC(=O)C2(C)CCN2C(=O)CCC2CCCC2)c1 (stereo unspecified)
 : 1.7 | 0.2%
- CCCCC(=O)N(C)c1c(CC)nc2c(OCC(=O)c3ccc(Cl)cc3Cl)cccn12
 : 2.5 | ?
- CCOc1ccc2oc(=O)cc(CN3CCN(C(=O)C4CCCCC4)CC3)c2c1
 : 7.3 | 15.1%
- COc1cc(NC(=O)C2(n3cnnn3)CCCCC2)cc(OC)c1OC
 : 1.5 | 59.9%
- O=S1(=O)C[C@@H](N2CC[C@@H](O)C2)[C@H](COCc2ccccc2)N1
 : -0.3 | ?
- O=C(OCc1nc2ccccc2o1)c1ccc2ccccc2c1
 : 7.9 | 9.5%
- CCCCN(C)c1c(C)nc2ccc(C(=O)NC3CCN(C)CC3)cn12
 : -3.7 | 19.2%
- CCC(=O)N1CCCC1Cc1ccccc1 (stereo unspecified)
 : -9.1 | 16.4%
- CCOc1ccc(C(=O)Nc2ncc(C)s2)cc1OCC
 : -3.3 | 6.9%
- Cc1cc(C(=O)COc2cccc(C#N)c2)c(C)n1CCC(C)C
 : 11.8 | ?
- CC[N+](C)(C)CCOC1CC2CCC1(C)C2(C)C (stereo unspecified)
 : 4.9 | 8.3%
- CC1(C(=O)NS(=O)(=O)c2ccccc2)CCN1C(=O)COc1ccc(Cl)cc1 (stereo unspecified)
 : -11.6 | ?
- Cc1ccc(C(=O)NC(CN(C)C)c2ccccc2)cc1F (stereo unspecified)
 : -1.2 | -28.3%
- O=C(Nc1ccccc1F)c1ccc2c(Cl)c3c(nc2c1)CCCC3
 : 2.4 | 17.4%
- OC[C@@H]1CN(Cc2cccc(C(F)(F)F)c2)C[C@H](n2cnc3c(NCc4ccco4)ncnc32)O1
 : 1.4 | -3.8%
- COC(=O)c1ccc(/C=C2\Oc3cc(OS(C)(=O)=O)cc(C)c3C2=O)cc1
 : 3.4 | -17.5%
- Cc1ccc2c(c1)-c1cccc3cccc(c13)C2=O
 : -0.1 | 7.7%
- CCCNC(=O)c1cc(-c2ccccc2OC)nc2ccccc12
 : -0.3 | 36.0%
- COc1ccc(CN2C(=O)c3ccccc3C2c2nnnn2Cc2ccccc2)cc1 (stereo unspecified)
 : 3.1 | 8.5%
- O=S(=O)(c1ccc(Oc2ccc3ccccc3c2)nc1)N1CCCCC1
 : -5.3 | -16.5%
- Cc1ccc2oc(C(=O)Nc3nonc3-c3ccc(C(C)C)cc3)cc(=O)c2c1
 : 0.6 | ?
- O=C(C1=C(c2ccccc2)S(=O)(=O)CCO1)N(Cc1ccc(Cl)cc1)c1ccccn1
 : -4.0 | -14.2%
- COc1cc2cc(C3CC(c4ccco4)=NN3S(C)(=O)=O)c(Cl)nc2cc1OC (stereo unspecified)
 : 11.7 | ?
- Cc1nn(-c2ncccn2)c2c1C(c1cccc(OCC(C)C)c1)CC(=O)N2 (stereo unspecified)
 : 1.0 | ?
- Cc1cc(-c2nc3ccccc3s2)ccc1NC(=O)c1ccccc1C
 : 0.5 | -5.0%
- CC1(C)Cc2cccc(Oc3nc4ccccc4o3)c2O1
 : 7.0 | ?
- O=C(NNC(=O)C1CCCCC1)c1ccc(F)cc1
 : 11.7 | ?
- C/C=C/C=C/C(=O)NCc1ccc(OC)cc1
 : 7.7 | ?
- Cn1cnc2c1c(=O)n(CCCN1CCC(C(N)=O)CC1)c(=O)n2C
 : 9.0 | 2.4%
- Cc1cccc(NC(=O)c2ccc3c(c2)CCC3)c1
 : 8.9 | 3.4%
- Cc1cc(C(=O)OC(C)C(=O)Nc2ccc(Cl)cc2Cl)c(C)o1 (stereo unspecified)
 : 3.5 | ?
- COc1cc(OC)c(C2=CCN(C(=O)COc3ccc(F)cc3)CC2)c(OC)c1
 : -0.3 | 34.4%[activator]
- CNc1nc(-c2ccccc2)c2sccc2n1
 : -3.9 | -18.7%
- CC(C)CCOc1ccc(CN)cc1
 : 3.3 | 37.4%[activator]
- COc1ccc(CCCNC(=O)C2Cc3c(-c4ccc5c(c4)OCO5)ccnc3O2)cc1 (stereo unspecified)
 : -2.6 | 12.8%
- CNc1nnc(SCc2ccc(F)cc2Cl)s1
 : -0.1 | 11.5%
- O=C(c1ccnc(Cl)c1)N1CCC(c2nc3cc(C(F)(F)F)ccc3s2)CC1
 : 1.0 | -39.7%
- N#C/C(=C/c1cccc(F)c1)S(=O)(=O)c1ccc(Br)cc1
 : -6.4 | 22.4µM*
- O=C(NCCc1ccc(F)cc1)c1cc2cc(F)ccc2[nH]1
 : -0.7 | ?
- CCOC(=O)c1cccc(OC(=O)c2ccccc2)c1
 : 2.4 | -56.2%
- CCN(CC)C(=S)SCC(=O)NC(Cc1ccccc1)C(C)=O (stereo unspecified)
 : 8.0 | 4.0%
- CC(=O)Nc1ccc(CNC2CCCc3ccccc32)cc1 (stereo unspecified)
 : 1.6 | -30.2%
- O=C(Nc1ccc(O)cc1)c1cc(=O)[nH]c2ccccc12
 : 17.6 | 5.9%
- CNC(=S)NNC(=O)c1ccc(C)cc1
 : -10.8 | 17.7%

Going on with the list.
Results follow in this order: LDHA inh | ALOX12 inh
- CC(Oc1ccc2c(C(C)C)cc(=O)oc2c1)C(=O)Nc1cccc(F)c1 (stereo unspecified)
 : -4.2 | -16.2%
- Cc1ccc2nc(-c3ccc(NC(=O)C4CCC(C)(C(=O)O)C4(C)C)cc3)sc2c1 (stereo unspecified)
 : 2.5 | -1.3%
- CC(C)n1nc(C(=O)NC2CCN(Cc3ccccc3)C2)c2ccccc2c1=O (stereo unspecified)
 : 1.3 | -14.3%
- O=C(Nc1ccc(Cl)cc1)c1ccccc1OCC1CCCO1 (stereo unspecified)
 : 12.5 | -14.0%
- CC(C)c1noc(C(C)Nc2ccc(N3CCCC3=O)c(Cl)c2)n1 (stereo unspecified)
 : 2.3 | 16.0%
- CC(Sc1nc(C(F)(F)F)nc2ccccc12)C(=O)N1CCCC1 (stereo unspecified)
 : -0.8 | 0.6%
- CCOc1cc(OCC)cc(C(=O)NCCN2CCC(n3c(=O)[nH]c4ccccc43)CC2)c1
 : -12.2 | -28.5%
- O=C(Nc1cccc(Cl)c1Cl)c1csc([C@@H]2O[C@H](CO)[C@@H](O)[C@H]2O)n1
 : -7.8 | 12.6%
- CCOc1ccc(NC(=O)C(Cc2ccccc2OC)c2nn[nH]n2)cc1 (stereo unspecified)
 : 4.9 | ?
- S=C(NCc1ccccc1)N/N=C/c1ccccc1Br
 : -4.3 | ?
- Cc1ccc(NC(=O)c2cccc(N(C)C)c2)c(C)c1
 : 12.0 | 2.6%
- O=C(Cn1nnc(-c2cccc(C(F)(F)F)c2)n1)N1CCCC1c1ccc2c(c1)OCCO2 (stereo unspecified)
 : -5.5 | 34.8%
- CCc1ccc2c(COC(=O)C3=NN(C)C(=O)CC3)cc(=O)oc2c1
 : -1.4 | ?
- O=C(c1ccc(-n2cccc2)cc1)C(C(=O)C(F)(F)F)C12CC3CC(CC(C3)C1)C2 (stereo unspecified)
 : 11.1 | -29.8%
- COc1ccccc1NC(=O)C1CCN(S(=O)(=O)c2ccc(OC)c3ncccc23)CC1
 : 10.9 | 4.6%

Given with values ahead of the structure: entries from further up.
LDHA inh,ALOX12 inh,structure
-7.8,12.6%,O=C(Nc1cccc(Cl)c1Cl)c1csc([C@@H]2O[C@H](CO)[C@@H](O)[C@H]2O)n1
4.9,?,CCOc1ccc(NC(=O)C(Cc2ccccc2OC)c2nn[nH]n2)cc1 (stereo unspecified)
-4.3,?,S=C(NCc1ccccc1)N/N=C/c1ccccc1Br
12.0,2.6%,Cc1ccc(NC(=O)c2cccc(N(C)C)c2)c(C)c1

Further structures follow:
Results follow in this order: LDHA inh | ALOX12 inh
- COP(=O)(OC)c1nc(-c2cccs2)oc1NCc1ccc(C)cc1
 : 1.2 | -4.3%
- O=C(Nc1ccnn1Cc1cccs1)c1ccc(S(=O)(=O)N2CCCC2)cc1
 : 3.0 | 34.0%[activator]
- CCOc1cc(C#N)c(NC(=O)c2ccc(F)cc2)cc1OCC
 : 3.2 | 11.2%
- O=C(/C=C/c1cccc(O)c1)c1ccc(F)c(Cl)c1
 : 4.7 | ?
- CC(C)c1ccc(C(=O)NCc2cccc(CNC(=O)c3ccc(C(C)C)cc3)c2)cc1
 : 1.9 | ?
- CC(NC(=O)CN1CCN(c2ccc([N+](=O)[O-])c3cnccc23)CC1)c1ccccc1 (stereo unspecified)
 : -19.1 | -5.4%
- COCCN(CCOC)CC(=O)OC
 : -0.8 | -57.3%
- Nc1ccc(Br)cc1-c1ccccc1
 : 0.3 | 6.1%
- Cc1ccc(COc2c(Br)cc(/C=C(\C#N)c3nc4ccccc4[nH]3)cc2Br)cc1
 : -1.7 | 1.6%
- N#Cc1ccc(C(C(=O)NCc2ccccc2)n2c(=O)c(-c3cc4ccccc4[nH]3)nc3ccccc32)cc1 (stereo unspecified)
 : 4.4 | -3.4%
- COc1ccc(NC(=O)CSc2nc(C)cc3c2C(=O)OC3)cc1
 : -7.6 | ?
- COc1ccc2[nH]cc(C(NCC(C)C)C(=O)O)c2c1 (stereo unspecified)
 : 11.5 | -13.1%
- CC(C)(CNC(=O)CCCc1ccc(Cl)cc1)C(N)=O
 : 2.4 | 27.8%
- O=C(OCc1cc(-c2ccc(Cl)cc2)no1)c1cc(Br)c[nH]1
 : 10.2 | ?

Part of the list above, as a markdown table.
| structure | LDHA inh | ALOX12 inh |
| --- | --- | --- |
| Cc1ccc(NC(=O)c2cccc(N(C)C)c2)c(C)c1 | 12.0 | 2.6% |
| O=C(Cn1nnc(-c2cccc(C(F)(F)F)c2)n1)N1CCCC1c1ccc2c(c1)OCCO2 (stereo unspecified) | -5.5 | 34.8% |
| CCc1ccc2c(COC(=O)C3=NN(C)C(=O)CC3)cc(=O)oc2c1 | -1.4 | ? |
| O=C(c1ccc(-n2cccc2)cc1)C(C(=O)C(F)(F)F)C12CC3CC(CC(C3)C1)C2 (stereo unspecified) | 11.1 | -29.8% |
| COc1ccccc1NC(=O)C1CCN(S(=O)(=O)c2ccc(OC)c3ncccc23)CC1 | 10.9 | 4.6% |
| COP(=O)(OC)c1nc(-c2cccs2)oc1NCc1ccc(C)cc1 | 1.2 | -4.3% |
| O=C(Nc1ccnn1Cc1cccs1)c1ccc(S(=O)(=O)N2CCCC2)cc1 | 3.0 | 34.0%[activator] |
| CCOc1cc(C#N)c(NC(=O)c2ccc(F)cc2)cc1OCC | 3.2 | 11.2% |
| O=C(/C=C/c1cccc(O)c1)c1ccc(F)c(Cl)c1 | 4.7 | ? |
| CC(C)c1ccc(C(=O)NCc2cccc(CNC(=O)c3ccc(C(C)C)cc3)c2)cc1 | 1.9 | ? |
| CC(NC(=O)CN1CCN(c2ccc([N+](=O)[O-])c3cnccc23)CC1)c1ccccc1 (stereo unspecified) | -19.1 | -5.4% |
| COCCN(CCOC)CC(=O)OC | -0.8 | -57.3% |
| Nc1ccc(Br)cc1-c1ccccc1 | 0.3 | 6.1% |
| Cc1ccc(COc2c(Br)cc(/C=C(\C#N)c3nc4ccccc4[nH]3)cc2Br)cc1 | -1.7 | 1.6% |
| N#Cc1ccc(C(C(=O)NCc2ccccc2)n2c(=O)c(-c3cc4ccccc4[nH]3)nc3ccccc32)cc1 (stereo unspecified) | 4.4 | -3.4% |
| COc1ccc(NC(=O)CSc2nc(C)cc3c2C(=O)OC3)cc1 | -7.6 | ? |
| COc1ccc2[nH]cc(C(NCC(C)C)C(=O)O)c2c1 (stereo unspecified) | 11.5 | -13.1% |
| CC(C)(CNC(=O)CCCc1ccc(Cl)cc1)C(N)=O | 2.4 | 27.8% |

Screening results from PubChem.

Some of the compounds tested (hit frequency here may not be typical).
